Compound activity: PubChem BioAssay, several laboratories
M. tuberculosis GlmU: inhibition of mycobacterial GlmU enzyme – biochemical, glucosamine-1-phosphate acetyltransferase (AID 1376); M. tuberculosis GlmU acetyltransferase enzyme assay; higher % means a stronger effect; inhibition, %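 (tested at 30 µM in the primary screen)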; hits with a dose series show IC50 in µM; 0.25% of 220,000 active; in the data active = inhibition above about 13%; inconclusive = no clear call, values can overlap the other calls;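 also: 0% = complete reaction with vehicle and 100% = reaction without substrate; strong numbers were not always called active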
Mtb RmlCD inh: M. tuberculosis RmlC/RmlD inhibition; inhibition, % at 3.6 µM; RmlC+RmlD coupled enzyme assay, percent inhibition; primary screen in compound mixtures; 0.03% of 160,000 active; AID 1533; P9WH09+P9WH11; in the data active = inhibition mostly above about 34%, no sharp cut-off; inconclusive = no clear call, values can overlap the other calls; inactive = mostly below about 22%; also: some results filed as inactive read as strong as hits
Target sequence (P9WH09 whole entry, looked up): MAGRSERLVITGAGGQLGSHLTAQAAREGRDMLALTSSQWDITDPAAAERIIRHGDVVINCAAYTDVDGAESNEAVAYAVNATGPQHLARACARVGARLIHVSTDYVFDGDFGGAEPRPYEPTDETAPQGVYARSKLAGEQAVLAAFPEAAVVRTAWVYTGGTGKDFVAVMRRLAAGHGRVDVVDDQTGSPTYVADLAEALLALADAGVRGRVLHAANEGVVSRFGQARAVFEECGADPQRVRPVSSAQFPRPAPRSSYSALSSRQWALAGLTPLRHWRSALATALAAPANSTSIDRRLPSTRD
Target sequence (P9WH11 whole entry, looked up): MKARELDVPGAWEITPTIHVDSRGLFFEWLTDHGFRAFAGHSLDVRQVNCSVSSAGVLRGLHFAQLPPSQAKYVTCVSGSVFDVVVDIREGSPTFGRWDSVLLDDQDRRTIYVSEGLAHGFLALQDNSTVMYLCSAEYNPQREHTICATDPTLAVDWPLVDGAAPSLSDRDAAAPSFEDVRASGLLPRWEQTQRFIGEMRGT
Numbers without * were called inactive; ? = inconclusive; . = no result given. These rows are one share of the data; rates above refer to the full screens.

| smiles | Mtb RmlCD inh | M. tuberculosis GlmU |
| --- | --- | --- |
| CCc1nnc(NS(=O)(=O)c2ccc(NC(=S)NC(=O)/C=C/c3ccc(F)cc3)cc2)s1 | -7 | 7.0% |
| CCOc1ncccc1C(=O)N1CCN(Cc2ccc3c(c2)OCO3)CC1 | . | 2.2% |
| Cc1[nH]c(=S)[nH]c(=O)c1Cc1ccccc1 | 10 | 6.4% |
| CCC(C)NC(=O)CCn1c(-c2ccc(F)cc2)cc(C(C)=O)c1C (stereo not given) | 16 | 6.4% |
| NC(=O)CSc1ncnc2c1cnn2Cc1ccccc1 | -8 | 4.1% |
| COC(=O)c1cc(=O)nc2sc(-c3ccc(F)cc3)nn12 | -1 | 0.2% |
| N#Cc1c(Cl)nc(N/N=C/c2ccccc2)c(Cl)c1Cl | 14 | 5.9% |
| CCCC(=O)Nc1ccc2c(c1)nc1n2CCN(C2CCCCC2)C1 | 8 | -4.6% |
| O=C(O)CCc1nnc(SCC(=O)Nc2ccc(Cl)c(C(F)(F)F)c2)[nH]c1=O | -9 | 3.0% |
| O=[N+]([O-])c1ccc(C2=Nc3cc(Cl)ccc3OC2)cc1 | -3 | -6.5% |
| Cc1nc(SCC(=O)N2CCC(C(N)=O)CC2)n[nH]1 | 7 | 0.5% |
| COc1cc(C(=O)N2CCC(NC(=O)C(Cc3ccc(C)cc3)NC(C)=O)CC2)cc(OC)c1OC (stereo not given) | -9 | -0.1% |
| CCOc1ccccc1NC1c2ccccc2C(=O)N1c1ccc(C)cn1 (stereo not given) | . | 0.2% |
| CC(=O)N1N=C(c2cccc([N+](=O)[O-])c2)OC1(C)CC(=O)Nc1ccccc1 (stereo not given) | 12 | 0.2% |
| COc1cc(CO)c(Br)cc1OCC(=O)Nc1ccccc1C | 2 | 0.7% |
| O=C(OC(C(=O)NC1CCCCC1)c1ccccc1)c1ccco1 (stereo not given) | . | -4.9% |
| CCOc1cc(N)c(Cl)cc1C(=O)NCC1CN(Cc2ccc(F)cc2)CCO1 (stereo not given) | . | 4.5% |
| COc1ccc(CNC(=O)CSc2nc3nc(C)cc(C)n3n2)cc1 | 6 | . |
| CCCC(=O)c1cc2cc(Cl)ccc2oc1=O | -22 | 1.9% |
| Cc1ccccc1C(=O)N[C@H](C(=O)Nc1ccc(Cl)c(Cl)c1)C(C)C | -7 | -0.2% |
| Cn1c(=O)c2nc(Cl)c(-c3ccccc3)nc2n(C)c1=O | 10 | 6.3% |
| Cc1ccc(NC(=O)c2scc3c2CCCC3)cc1 | 6 | 0.4% |
| CCOc1ccc(CSCCNC(=S)Nc2ccccc2)cc1 | 14 | -3.5% |
| CCC(C)c1c(O)nc(SCC(=O)N2CCOCC2)[nH]c1=O (stereo not given) | . | 8.0% |
| Cc1ccccc1-c1nc2ccccc2o1 | -9 | 0.7% |
| CCOc1ccc(N2C(=O)CC(N3CCc4ccccc43)C2=O)cc1 (stereo not given) | -7 | -0.1% |
| CCCCN(CC)CCNC(=O)c1cc2c(=O)[nH]c3ccccc3c2n1C | 6 | -2.4% |
| CCOC(=O)NC(=O)COC(=O)CNC(=O)c1cccc(OC)c1 | -9 | -3.4% |
| c1ccc2nc(-c3ccc4c(c3)OCO4)ccc2c1 | -7 | -1.9% |
| O=C(Nc1ccc(S(=O)(=O)N2CCc3ccccc32)cc1)c1ccc2c(c1)OCO2 | . | -0.4% |
| CCCC(=O)Nc1ccc(S(=O)(=O)Nc2cc(C)nc(C)n2)cc1 | . | -1.0% |
| CCOC(=O)c1[nH]c(C)c(C(=O)NC2CCCC2)c1C | 6 | 4.3% |
| O=C(CCS(=O)(=O)c1cccc2nsnc12)NC1CCCCC1 | 0 | -1.5% |
| CCCOc1ccc(-c2nnn(CC(=O)OCC)n2)cc1 | 12 | 1.1% |
| CCOC(=O)n1c(=O)oc2ccccc21 | 81 | -2.5% |
| COc1ccc(CCn2c(O)c(C=Nc3ccccc3F)c(=O)[nH]c2=O)cc1OC | 11 | 2.9% |
| O=C(NCc1ccco1)c1ccc2c(c1)N(Cc1ccc(Cl)cc1)CCS2 | 2 | 0.9% |
| CCN1C(=O)/C(=C/C=C2/CCCN2C)OC1=S | -20 | 2.7% |
| COc1ccc2oc(-c3ccccc3)c(C(N)=O)c2c1 | . | 1.7% |
| N=c1oc2c3c4c(cc2cc1C(=O)Nc1ccccc1)CCCN4CCC3 | -1 | -4.3% |
| CC1(C)Cc2c(c(-c3ccccc3Cl)[nH]c(=O)c2C#N)CO1 | . | 7.1% |
| CS(=O)(=O)NC1c2cccc3cccc(c23)C1Sc1nncn1/N=C/c1ccco1 (stereo not given) | 11 | -2.2% |
| Cc1ccc(NC(=O)CS(=O)CC(=O)NC2CCN(Cc3ccccc3)CC2)c(C)c1 (stereo not given) | . | 5.2% |
| CSCCC(=O)N1CCCC(CNC(=O)c2ccccc2Cl)C1 (stereo not given) | -8 | 9.1% |
| CC(=C\c1ccco1)/C=C1/SC(=S)N(CC(=O)O)C1=O | -7 | 6.3% |
| N#CC1(c2ccccc2)CCN(C2CC(=O)N(c3ccc4c(c3)OCO4)C2=O)CC1 (stereo not given) | 4 | -1.4% |
| O=C(Cn1cc2c(n1)CCCCC2)Nc1ccc(F)cc1F | -8 | -3.2% |
| CNC(=S)NNC(=O)CCn1nc(C)c(Br)c1C | 11 | -7.9% |
| Cc1cccc(CSc2nnc(-c3cnccn3)n2C)c1 | -14 | -6.3% |
| Cc1cccc(N2C(S)=C(C#N)C(=O)NC23CCCCC3)c1 | 7 | 13% |

(list continues)
| smiles | Mtb RmlCD inh | M. tuberculosis GlmU |
| --- | --- | --- |
| O=C1Nc2cc(Cl)ccc2C1(N1CCNCC1)C(F)(F)F (stereo not given) | 0 | 0.5% |
| COc1ccc(N2CC(C(=O)OCC(=O)NCc3ccccc3)CC2=O)cc1 (stereo not given) | . | 2.3% |
| O=C(CSc1n[nH]c(-c2cccs2)n1)NCc1cccs1 | 3 | 5.6% |
| C=CCc1cccc(/C=N/NC(=O)C(C)Nc2ccc(C)cc2)c1O (stereo not given) | 8 | -1.6% |
| O=C(NCCCN1CCOCC1)C(=O)N/N=C/c1ccc(F)cc1 | 6 | -1.2% |
| COc1ccc(NC(=O)CSc2ccccc2)cc1S(=O)(=O)N1CCCCC1 | 4 | -4.7% |
| CCNc1nc(N)nc(-c2cc(Cl)ccc2OC)n1 | -5 | -5.1% |
| CCOc1ccc2[nH]c(=O)c(CN(CCO)C3(c4nnnn4C4CCCCC4)CCCCC3)cc2c1 | 8 | . |
| CCCOC(=O)c1ccc(NC(=O)c2ccoc2C)cc1 | -13 | 1.1% |
| CCOc1cc(C)cc2oc(=O)cc(-c3ccccc3)c12 | 7 | 5.6% |
| O=C(COC(=O)CCC(=O)c1cccs1)Nc1ccc(S(=O)(=O)N2CCOCC2)cc1 | -10 | 7.9% |
| Cc1ccc(CNC(=O)/C=C/c2cccs2)cc1 | . | 1.6% |
| Nn1c(SCc2nc3ccccc3[nH]2)nnc1-c1ccccc1 | . | 2.0% |
| O=C(NCc1ccc2c(c1)OCO2)C1CCN(S(=O)(=O)N2CCCCC2)CC1 | . | 1.6% |
| CN1CCN(c2ccc([N+](=O)[O-])cc2C(=O)N2CCCCC2)CC1 | 1 | -4.8% |
| Cc1nc(Cl)sc1C(=O)NC(C)c1ccc(Cl)cc1 (stereo not given) | -3 | 0.7% |
| C=CCNC(=O)c1ccccc1NC(=O)Nc1ccccc1 | -2 | -5.3% |
| CCC(C)(C)n1nnnc1C(c1cccnc1)N1CCC(Cc2ccccc2)CC1 (stereo not given) | -7 | -5.1% |
| COc1ccc(Br)cc1-c1noc(-c2ccccc2)n1 | . | 0.9% |
| O=C(c1ccc2c(Cl)c3c(nc2c1)CCCC3)N1CCN(c2ccc(F)cc2)CC1 | . | -0.8% |
| CCN(CC)C(=O)c1ccc(C)c(Br)c1 | -5 | -0.3% |
| O=C(Nc1ccc2oc(=O)ccc2c1)c1ccc(-c2ccccc2[N+](=O)[O-])o1 | -10 | -5.0% |
| CCOC(=O)N1CCC(Nc2c(NCCCN3CCN(CC)CC3)c(=O)c2=O)CC1 | . | -2.5% |
| O=C(O)C(Cc1c[nH]c2ccccc12)N1C(=O)C2C3c4ccccc4C(c4ccccc43)[C@@H]2C1=O (stereo not given in full) | . | 2.0% |
| CCOc1ccc(C2CC(=O)N(Nc3ccc([N+](=O)[O-])cc3[N+](=O)[O-])C2=O)cc1 (stereo not given) | 37 | -1.4% |
| CC(C)CCNC(=O)CCCc1ccccc1 | . | -3.7% |
| O=C(Nc1ccccc1Cl)c1cnccn1 | 9 | 1.1% |
| CC(=O)Nc1ccc(NC(=O)CSc2ccc(C)cc2)cc1 | -12 | 1.4% |
| Cc1nn(CC(=O)NCc2cccnc2)c(C)c1[N+](=O)[O-] | 3 | 2.5% |
| CCC(=O)c1ccc(OCc2ccc(C(=O)OC)cc2)cc1 | -3 | -5.3% |
| Nc1n[nH]c(-c2ccc([N+](=O)[O-])cc2[N+](=O)[O-])n1 | 1 | -2.4% |
| CC(=O)N1N=C(c2ccccc2O)OC1(C)CC(=O)Nc1ccccc1 (stereo not given) | 7 | 3.1% |
| Cc1sc2nc(SC(C)C)nc(N)c2c1C | 9 | -2.8% |
| N#Cc1c(SCC(N)=O)nsc1SCc1ccc(Cl)cc1 | . | 1.6% |
| CC(=O)c1ccc2c(c1)Cc1cc(C(C)=O)ccc1-2 | 3 | 5.1% |
| O=C(c1ccc(CSc2ccccc2)cc1)N1CCN(c2ccccc2)CC1 | 34 | 1.5% |
| CCN(CC)S(=O)(=O)c1csc(C(=O)OCC(=O)c2ccccc2)c1 | 0 | 0.7% |
| Cc1ccc(CC2CC(=O)N(c3cc(C)on3)C2=O)cc1 (stereo not given) | -5 | -4.7% |
| Cn1c(SCc2nn[nH]n2)nc2c1c(=O)n(Cc1ccccc1Cl)c(=O)n2C | 6 | -0.1% |
| COC(=O)c1cc(NC(=O)C2CC2)cc(C(=O)OC)c1 | 15 | 1.8% |
| COCCCNC(=O)c1cc2c(=O)n3cc(C)ccc3nc2nc1NCC1CCCO1 (stereo not given) | 18 | -1.1% |
| CN1CCc2c(sc3c2C(=O)NC(c2ccccc2)N3)C1 (stereo not given) | 15 | -4.4% |
| Cn1c(-c2sc3cc(C(F)(F)F)cnc3c2-c2ccccc2)n[nH]c1=S | 4 | 3.2% |
| c1cc(-c2nnc3sc(C4CCCCC4)nn23)ccn1 | . | -0.3% |
| COc1ccccc1NS(=O)(=O)c1cc(NC(=O)Cn2cnc3c2c(=O)n(C)c(=O)n3C)ccc1C | -11 | -3.5% |
| O=c1c2c3c(sc2ncn1/N=C/c1ccc([N+](=O)[O-])o1)CCCC3 | -1 | -1.8% |
| N#CC1=C(N)SC(N)=C(C#N)C1c1ccoc1 | . | 2.8% |
| Cc1cccc(N2C(=O)c3cccc4c(N(C)CCO)ccc(c34)C2=O)c1 | 4 | 4.7% |
| CC(C)CNC(C)C(=O)Nc1ccc(S(N)(=O)=O)cc1 (stereo not given) | -8 | -3.4% |
| COc1ccc(OC)c(NC(=O)CSc2nnc(-c3ccco3)n2-c2ccc(C(=O)O)cc2)c1 | . | 2.2% |

Additional structures.
| smiles | Mtb RmlCD inh | M. tuberculosis GlmU |
| --- | --- | --- |
| COc1ccc(-c2csc(NC(=O)c3ccccc3S(C)(=O)=O)n2)cc1 | -12 | 0.6% |
| C/C(=N\OCC(=O)NCC(F)(F)F)c1cc2ccccc2o1 | 3 | 0.1% |
| O=C(O)CC1SC(N/N=C/c2ccc(Br)cc2)NC1=O (stereo not given) | -8 | 2.3% |
| Cn1c(C(=O)O)c(CC(=O)NCC2COc3ccccc3O2)c2ccccc21 (stereo not given) | . | 0.3% |
| O=C1c2[nH]nc(-c3ccccc3O)c2C(c2ccc(F)cc2)N1CC1CCCO1 (stereo not given) | ? | 7.0% |
| C=CCNC(=S)N1CCN(c2cccc(C(F)(F)F)c2)CC1 | 12 | -5.6% |
| COc1ccccc1-c1csc(Cc2nnc3n2CCCCC3)n1 | 13 | 0.1% |
| COc1ccc(CN(C(=O)c2cc(=O)c3cc(C)cc(C)c3o2)C2CCS(=O)(=O)C2)cc1 (stereo not given) | . | 3.3% |
| Cc1cccc(-c2nc(CS(=O)CC(=O)NCC3CCCO3)c(C)o2)c1 (stereo not given) | 2 | 2.8% |
| CN(Cc1ccncc1)C1CC(=O)N(c2ccc(Cl)cc2)C1=O (stereo not given) | . | 2.0% |
| CC(=O)c1cccc(NC(=O)CCS(=O)(=O)c2cccc3nonc23)c1 | -4 | -0.5% |
| CCC(=O)N1CCN(c2ccc(NC(=O)COc3ccccc3[N+](=O)[O-])cc2)CC1 | 6 | 1.0% |
